# WT yeast gro inh: growth inhibition of WT yeast, mitochondrial fusion screen. hit rate 2.1% among 190,000. inhibition, % at 10 µM. AID 1362. mitochondrial fusion phenotypic screen, WT strain; in the data active = inhibition above about 58%; tested in S. cerevisiae
# K1F lysis inhibition: inhibition of K1F phage lysis, E. coli UTI89, bacterial capsule biogenesis inhibitors, alamar blue (AID 488966). E. coli UTI89 K1F phage lysis, alamar blue, 2 h; higher % means a stronger effect. inhibition, % at 100 µM; hits with a dose series show IC50 in µM. hit rate 0.02% among 340,000;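 active = phage lysis inhibition, versus mean bacterial control, above a set limit; inconclusive = no clear call, values can overlap the other calls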;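 note: capsule biogenesis inhibitors block K1F phage lysis so surviving cells raise fluorescence; higher fluorescence means more inhibition of phage lysis; actives were called in the ten point dose series up to 300 µM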
# GPR35 antagonists: GPR35 antagonists blocking zaprinast-driven arrestin recruitment, primary screen, imaging, U2OS, beta-arrestin-GFP, zaprinast agonist (AID 2058); hit rate 0.052% among 290,000; inhibition, % at 10 µM, or IC50 in µM where a hit was titrated; U2OS GPR35 beta-arrestin-GFP translocation imaging, zaprinast antagonism; higher % means a stronger effect;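 active = inhibition of at least 50% with at least 30 cells and total cytoplasm GFP at most 10,000,000; inconclusive = under 30 cells or total GFP of 10,000,000 plus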
# Dengue-2 NS5 capping: flavivirus cap methylation enzyme inhibition – biochemical, confirmation dose response, primary screen (AID 588689). Dengue-2 NS5 methyltransferase capping enzyme assay, biochemical; higher % means a stronger effect. inhibition, % at 25 µM, or IC50 in µM where a hit was titrated. hit rate 0.3% among 340,000; in the data active = a potency from the dose series; inconclusive = inhibition above about 29% without an active follow-up result
# Autophagy mod: modulators of autophagy; MEF GFP-LC3 puncta imaging; test concentration mostly 10 µM; calls only at 10 µM (by protocol); hit rate 0.98% among 190,000; AID 463193;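 active = percentage of spot-positive cells more than 3 SD above its plate mean, without a fluorescence outlier flag or 80% toxicity; inconclusive = no clear call, values can overlap the other calls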;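 note: spot-positive cell cutoff set from DMSO-treated cells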
# RSV antiviral HEp-2: RSV antiviral activity via CPE protection, HEp-2 cells, primary 10 µM value included (AID 2391). hit rate 0.13% among 310,000. HEp-2 cells, RSV-induced CPE inhibition; higher % means a stronger effect. CPE inhibition, % at 10 µM, or IC50 in µM where a hit was titrated; in the data active = a potency from the dose series; inconclusive = CPE inhibition mostly from about 23% at the one dose, without a potency; inactive = the rest, 99 in 100 with CPE inhibition below about 21%; note: strong numbers were not always called active
# AID2073: inhibitors of Mint1-CaV2.2 protein interaction, biochemical, HTRF (AID 2073); HTRF protein-protein interaction, Mint1-CaV2.2; higher % means a stronger effect; one-dose inhibition, % at 20 µM; IC50 in µM for titrated hits; hit rate 0.19% among 290,000; in the data active = inhibition mostly above about 51%, no sharp cut-off; inconclusive = no clear call, values can overlap the other calls; inactive = mostly below about 53%; note: some results filed as inactive read as strong as hits
# NTR1 ag: NTR1-driven beta-arrestin-GFP spot formation – imaging, U2OS cells, high content, primary screen (AID 493036). P30989. agonist mode. activation, % at 20 µM. hit rate 0.17% among 330,000;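 active = activation at or above 40% of the spot to cytoplasm intensity ratio, with at least 20 cells analyzed; inconclusive = wells under 20 cells, flagged as cytotoxic or low count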;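 note: 0% = DMSO without peptide and 100% = 100 nM NTR1 peptide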
# Target sequence (P30989 whole entry, looked up): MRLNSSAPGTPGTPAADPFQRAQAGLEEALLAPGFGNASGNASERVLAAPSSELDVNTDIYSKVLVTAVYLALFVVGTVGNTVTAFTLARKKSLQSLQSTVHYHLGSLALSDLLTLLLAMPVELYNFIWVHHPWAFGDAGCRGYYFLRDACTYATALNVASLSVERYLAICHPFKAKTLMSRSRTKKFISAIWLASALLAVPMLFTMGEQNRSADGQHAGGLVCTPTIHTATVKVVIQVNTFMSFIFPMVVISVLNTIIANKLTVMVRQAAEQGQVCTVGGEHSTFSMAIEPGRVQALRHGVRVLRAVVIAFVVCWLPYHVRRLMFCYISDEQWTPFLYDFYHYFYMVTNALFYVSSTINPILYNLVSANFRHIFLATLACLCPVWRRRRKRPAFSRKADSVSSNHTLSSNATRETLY
# LYP phosphatase: inhibitors of LYP phosphatase, biochemical, fluorescence intensity, uHTS (AID 1779) | hit rate 0.054% among 290,000 | recombinant LYP phosphatase, fluorescence intensity; higher % means a stronger effect | one-dose inhibition, % at 11.5 µM; IC50 in µM for titrated hits; in the data active = inhibition above about 50%;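 note: plate controls were vehicle with enzyme for no effect and no enzyme for full effect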
# WT yeast gro inh mutant strain: also measured in WT yeast gro inh; calls as there; inhibition, %; mitochondrial fusion phenotypic screen, mutant strain inhibition
# Autophagy mod cell loss 18 h: also measured in Autophagy mod; calls as there; toxicity, %; measured here: cell loss, nuclei count;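 cell loss after 18 h compound exposure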
# NTR1 ag cell count 20 µM: further read-out of NTR1 ag, marked with its call; cell count; measured here: cell count, cytotoxicity flag
# Dengue-2 NS5 capping pilot replicate: further read-out of Dengue-2 NS5 capping, marked with its call; inhibition, %; measured here: pilot screen replicate inhibition
# * = called active by the depositor; i = inactive; ? = inconclusive; · = not tested or not shown; + = active, no number; [ ] = another dose, or the depositor's remark.
SMILES,WT yeast gro inh,WT yeast gro inh mutant strain,K1F lysis inhibition,GPR35 antagonists,Dengue-2 NS5 capping,Autophagy mod,Autophagy mod cell loss 18 h,RSV antiviral HEp-2,AID2073,NTR1 ag,NTR1 ag cell count 20 µM,LYP phosphatase,others
COc1ccc(NC(=O)CSc2nnc(CN3CCOCC3)n2C)cc1Cl,·,·,0.9%[50 µM],21%,-1%,·,·,2.6%,5%,1.0,55,-4%,
Cc1nonc1C(=O)N/N=C/c1ccc([N+](=O)[O-])o1,1,4,-0.8%,-3%,-2%,i,12,0.9%,6%,3.0,48,-4%,
Cc1ccc(CN2CCN(C/C=C/c3ccc(F)cc3)CC2CCO)o1 (centres undefined),-4,-22,0.0%,1%,3%,i,-12,-1.8%,7%,0.2,63,-5%,
CCCC(=O)C1=C(O)C(C(=O)OC)C(C)(C)CC1=NC (centres undefined),4,-3,0.1%,-16%,-13%,i,6,0.4%,0%,-0.7,39,-11%,
COc1cc(/C=C(\C#N)C(=O)c2ccc(O)c(O)c2)cc(I)c1O,·,·,i,·,-2%,·,·,1.6%,·,-1.4,69,·,
Cc1ccn2c(CNCC3COCCO3)c(C(=O)N3CCCCCC3)nc2c1 (centres undefined),·,·,1.5%[50 µM],2%,-5%,·,·,1.0%,5%,-0.2,63,-6%,
Cc1ccc(OCCCCNC(C)(C)C)c([N+](=O)[O-])c1,-5,2,0.5%[50 µM],-9%,-10%,i,7,-0.1%,2%,-1.6,73,0%,
O=C(C1CCN(Cc2nc(Cc3cccc(F)c3)no2)CC1)N1CCOCC1,-6,-7,0.1%,14%,1%,i,-22,-0.2%,-14%,0.1,76,-7%,
CC(C)CC(=O)N1CCN(Cc2ccc(C(F)(F)F)cc2)CC1,·,·,0.1%,0%,·,·,·,22%,5%,0.1,64,2%,
C/C(C/C(C)=C1/SC(=S)NC1=O)=C1\SC(=S)NC1=O,-6,1,-1.8%,-10%,-21%,i,-6,·,21%,·,·,1%,
COc1ccc(N2C(=O)CC(Sc3n[nH]c(-c4cccc(C)c4)n3)C2=O)cc1 (centres undefined),·,·,·,3%,·,·,·,3.0%,-4%,0.7,50,-10%,
O=C(O)c1oc2ccccc2c1CSc1ccc(Cl)cc1,·,·,-0.7%,1%,22%,·,·,1.1%,6%,1.9,36,-7%,
Cc1ccc(C(=O)N/C(=C/c2ccco2)C(=O)NCCCn2ccnc2)cc1,-10,-16,5.8%[50 µM],22%,-3%,i,2,0.6%,-7%,-0.4,72,-3%,
COc1cc(NC(=O)Cn2ccsc2=N)cc(OC)c1,·,·,0.3%,26%,-15%,·,·,-2.1%,-34%,-0.5,79,-5%,
CCN(CC)S(=O)(=O)c1ccc(Cl)c(NC(=O)c2ccncc2)c1,-8,-15,0.8%,9%,·,i,2,-1.2%,21%,1.8,40,-8%,
COc1cc(C(C(=O)NC2CCCCC2)N(Cc2cccs2)C(=O)Cc2c[nH]c3ccccc23)cc(OC)c1OC (centres undefined),2,2,1.5%,-7%,1%,i,-22,9.5%,-2%,6.3,92,0%,
N/C(=N\S(=O)(=O)c1cccs1)c1ccccc1,2,-14,0.6%,6%,-2%,i,-3,0.2%,17%,-0.5,60,-12%,
Cc1cc(C)c2oc(C(=O)N(Cc3ccc(F)cc3)C3CCS(=O)(=O)C3)cc(=O)c2c1 (centres undefined),·,·,0.3%,1%,-7%,·,·,2.9%,4%,2.9,63,-7%,
O=C(CN1C(=O)CC(c2ccco2)Sc2ccccc21)Nc1ccc2c(c1)OCCO2 (centres undefined),18,3,-0.3%,2%,-1%,i,3,2.4%,23%,1.3,48,5%,
Cc1cccc(N2CCN(C3=NC(=O)C(=C4CCCCC4)S3)CC2)c1,5,-10,-0.1%,-17%,-7%,i,21,2.7%,-8%,16,64,-8%,

# Some of these compounds in order of length of the SMILES, highest first:
SMILES,WT yeast gro inh,WT yeast gro inh mutant strain,K1F lysis inhibition,GPR35 antagonists,Dengue-2 NS5 capping,Autophagy mod,Autophagy mod cell loss 18 h,RSV antiviral HEp-2,AID2073,NTR1 ag,NTR1 ag cell count 20 µM,LYP phosphatase,others
O=C(CN1C(=O)CC(c2ccco2)Sc2ccccc21)Nc1ccc2c(c1)OCCO2 (centres undefined),18,3,-0.3%,2%,-1%,i,3,2.4%,23%,1.3,48,5%,
Cc1ccc(C(=O)N/C(=C/c2ccco2)C(=O)NCCCn2ccnc2)cc1,-10,-16,5.8%[50 µM],22%,-3%,i,2,0.6%,-7%,-0.4,72,-3%,
O=C(C1CCN(Cc2nc(Cc3cccc(F)c3)no2)CC1)N1CCOCC1,-6,-7,0.1%,14%,1%,i,-22,-0.2%,-14%,0.1,76,-7%,
Cc1nonc1C(=O)N/N=C/c1ccc([N+](=O)[O-])o1,1,4,-0.8%,-3%,-2%,i,12,0.9%,6%,3.0,48,-4%,
Cc1ccc(OCCCCNC(C)(C)C)c([N+](=O)[O-])c1,-5,2,0.5%[50 µM],-9%,-10%,i,7,-0.1%,2%,-1.6,73,0%,

# The listing continues.
SMILES,WT yeast gro inh,WT yeast gro inh mutant strain,K1F lysis inhibition,GPR35 antagonists,Dengue-2 NS5 capping,Autophagy mod,Autophagy mod cell loss 18 h,RSV antiviral HEp-2,AID2073,NTR1 ag,NTR1 ag cell count 20 µM,LYP phosphatase,others
CC(Sc1nncn1C)C(=O)Nc1nnc(-c2ccccc2)s1 (centres undefined),6,-5,1.3%,10%,-4%,i,0,2.1%,-10%,3.7,90,1%,
Cc1ccccc1NP(=O)(c1ccccc1)c1nc2ccccc2s1 (centres undefined),21,6,-1.1%,10%,-2%,i,6,2.8%,-7%,1.1,30,-4%,
COc1cc2c(CCNC(C)=O)c[nH]c2cc1O,·,·,3.1%,·,-6%,·,·,-0.6%,·,-0.6,53,·,
Cc1cc(Br)c(Cl)cc1NC(=O)CN1C(=O)C2C3CC(c4ccccc4)C(C3)C2C1=O (centres undefined),70*,41*,-0.8%[50 µM],-5%,62%,i,3,-1.9%,6%,8.1,56,0%,
Fc1cccc(-c2n[nH]c(=S)n2-c2ccccc2)c1,·,·,0.2%,4%,-1%,·,·,1.5%,23%,0.1,49,-8%,Dengue-2 NS5 capping pilot replicate=-0.9
COc1cc(C2CC(c3ccccc3)=NN2c2ccccc2)ccc1OCC(=O)O (centres undefined),·,·,-0.6%,-12%,11%,·,·,2.2%,?,1.1,57,-11%,
COCCn1c(Cc2ccccc2)nnc1SCC(=O)Nc1ccccc1,-4,-8,0.2%,11%,-1%,i,10,-1.0%,3%,-0.4,61,-4%,
Cc1cc(C(=O)CSc2nnc(-c3ccco3)o2)c(C)n1Cc1ccco1,18,-8,-1.2%,-5%,8%,i,7,?,6%,7.5,50,-5%,
CC(=O)Oc1ccc(N2C(=O)C3C4C=CC(CO)(O4)C3C2=O)cc1 (centres undefined),23,14,-0.7%,4%,3%,i,31,-0.7%,7%,1.3,58,-7%,
CC(=O)Nc1ccc(C)c(NC(=S)Nc2ccc(F)cc2)c1,·,·,0.1%,4%,-2%,·,·,0.2%,-7%,0.1,49,-6%,
c1ccc(C2CCCN(Cc3nc(CC4CC4)no3)CC2)cc1 (centres undefined),14,12,-0.5%,6%,10%,i,-6,1.3%,2%,1.7,42,-3%,
COc1ccc(/C=C/C(=O)N[C@@H](C)C(=O)O)cc1,-8,-8,0.4%[50 µM],10%,1%,i,-2,1.0%,17%,0.3,58,-4%,
Cc1nnc(NC(=O)CSc2ncnc3scc(-c4ccccc4)c23)s1,2,26,2.4%,-2%,1%,i,-6,2.7%,14%,2.4,61,-12%,Dengue-2 NS5 capping pilot replicate=2.0
N#Cc1ccc(NC(=O)Cn2cnc(S(=O)(=O)N3CCOCC3)c2)cc1,·,·,0.1%,16%,0%,·,·,-0.1%,-6%,1.1,56,-7%,
COc1ccc(C(=O)NC(C)c2nnc(SCC(=O)NC3CCCCC3)n2C)cc1 (centres undefined),·,·,-0.2%,6%,-2%,·,·,-0.1%,2%,-0.9,38,-6%,
S=C(NCc1cccnc1)Nc1ccc(Cl)cc1Cl,-1,6,0.5%,-1%,4%,i,10,0.6%,-6%,-0.7,66,-2%,
O=C(CSc1nnc(COc2ccccc2)n1Cc1ccco1)Nc1ccc2c(c1)OCCO2,3,22,0.1%,4%,-2%,i,5,3.9%,-6%,-0.5,49,-6%,
CC(=O)c1ccc(N2CCC(c3cc(-c4ccc(Cl)cc4Cl)n[nH]3)CC2)c([N+](=O)[O-])c1,2,-9,0.1%,6%,2%,i,-25,-3.9%,19%,16,93,10%,Dengue-2 NS5 capping pilot replicate=2.0
COc1ccc(N2C(=O)C3CCCCC3C2=O)cc1NC(=O)c1ccccc1 (centres undefined),-10,1,-2.7%,13%,-5%,i,26,1.1%,-3%,-0.4,29,-3%,
Cc1ccc(SCC(=O)OCn2nnc3ccccc3c2=O)cc1C,24,20,-0.3%,-7%,-4%,i,13,1.1%,0%,2.2,65,2%,
O=C(NCc1ccco1)c1ccc(Br)s1,1,13,1.5%,14%,-3%,i,5,-0.7%,-5%,2.3,47,-2%,
CC1Sc2ccc(S(=O)(=O)CCC(=O)NC3CCCCC3C)cc2NC1=O (centres undefined),·,·,0.0%,-12%,3%,·,·,4.6%,8%,0.7,52,3%,
Cc1ccc(S(=O)(=O)N2CCCC2CNC(=O)C(=O)Nc2ccc(F)cc2)cc1 (centres undefined),·,·,0.1%[50 µM],·,5%,·,·,6.7%,·,-0.8,33,·,
Cc1nnc(SCC(=O)NC(=O)Nc2ccc3c(c2)OCCO3)s1,3,5,-0.4%,-16%,-8%,+,-5.8*,3.5%,11%,0.2,36,-8%,
c1csc(-c2nnc(N3CCCCCC3)c3ccccc23)c1,16,13,0.5%,12%,-7%,i,10,5.4%,?,0.1,81,-2%,
CCN1C(=O)[C@H]2[C@@H](c3ccc(-c4ccccc4)cc3)N[C@@](C)(C(=O)OC)[C@H]2C1=O,·,·,-0.1%,·,1%,·,·,0.4%,·,1.2,45,·,
COc1cccc(OCC(=O)Nc2c3c(nn2-c2ccc(F)cc2)CS(=O)(=O)C3)c1,·,·,0.6%,-1%,-6%,·,·,0.6%,9%,1.2,62,-7%,
O=C(O)CCN1C(=O)CC(N2C(=O)/C(=C/c3ccc(Cl)cc3)SC2=S)C1=O (centres undefined),-13,-8,0.2%[50 µM],3%,19%,i,-3,0.1%,-8%,2.8,53,-9%,
CCOC(=O)CSc1nnc(-c2ccoc2C)n1-c1ccc(C)cc1,1,6,0.5%,-2%,-1%,i,-8,0.9%,10%,-1.2,89,-10%,
C/C=C1\COC(C(=O)NCc2ccccc2)(C(F)(F)F)C=C1C=C1CCCCC1 (centres undefined),·,·,-0.2%,·,-2%,·,·,4.0%,·,-1.3,98,·,
